Menin MLL FP TR – qHTS Assay for Inhibitors Targeting the Menin-MLL Interaction in MLL Related Leukemias: Competition With Texas Red Labeled MLL-derived Mutant Peptide. O00255. Menin + Texas Red MLL mutant peptide, fluorescence polarization. Potency, µM (series often up to 61.6 µM), without a hit: at the highest dose FP activity change, negative = inhibition, hits mostly inhibitors. 0.23% of 270,000 active. AID 1768, 2009; active = well fitted inhibition curve with a large enough effect in the polarisation, with a control signal flat, not every such curve was filed as active; inconclusive = small, poorly fitted or top-dose-only effect, or effect the other way, or a change in a side signal; inactive = no such curve, though single readings can be large or run the other way; the % refers to the polarisation; also: potency is read from the fitted curve at half-maximal effect; % of control where 0% means no effect; many of its hits are not listed in these tables
Target sequence (O00255 whole entry, looked up): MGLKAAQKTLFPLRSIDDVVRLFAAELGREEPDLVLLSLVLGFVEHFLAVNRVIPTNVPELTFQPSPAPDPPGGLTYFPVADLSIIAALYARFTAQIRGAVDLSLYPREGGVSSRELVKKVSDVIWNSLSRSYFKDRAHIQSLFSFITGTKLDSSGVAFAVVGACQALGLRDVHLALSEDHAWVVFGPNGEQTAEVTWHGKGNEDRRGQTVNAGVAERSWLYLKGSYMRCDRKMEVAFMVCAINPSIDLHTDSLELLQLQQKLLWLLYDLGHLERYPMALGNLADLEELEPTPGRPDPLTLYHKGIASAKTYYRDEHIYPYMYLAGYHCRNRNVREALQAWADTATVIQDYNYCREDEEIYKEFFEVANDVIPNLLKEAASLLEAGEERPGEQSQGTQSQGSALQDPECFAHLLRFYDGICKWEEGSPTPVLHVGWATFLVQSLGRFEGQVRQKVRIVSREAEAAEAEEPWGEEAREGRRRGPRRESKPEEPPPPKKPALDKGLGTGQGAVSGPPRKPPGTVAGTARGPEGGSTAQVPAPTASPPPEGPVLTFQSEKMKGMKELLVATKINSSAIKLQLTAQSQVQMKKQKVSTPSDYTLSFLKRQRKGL
NPC1 promoter act – qHTS Assay for NPC1 Promoter Activators | Huh7 NPC1 promoter luciferase reporter, 24 h | Potency, µM (series often up to 9.22 µM), for inactives: top-dose activation, actives largely listed as activators | 2.4% of 320,000 active;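 also: potency is read from the fitted curve at half-maximal effect; % of control where 0% means no effect; nearly all actives have a fitted effect of over 60% in size; reporter is driven by a mutant NPC1 promoter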
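Compounds in DMSO were transferred onto Huh7 NPC1-luciferase reporter cells pre-incubated 2 h; after 24 h at 37 °C, Amplite reagent was dispensed and luminescence recorded 10 min later.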
FLuc modulator – qHTS profiling assay for firefly luciferase inhibitor/activator using purifed enzyme and Km concentrations of substrates (counterscreen for miR-21 project); Potency, µM (series often up to 57.5 µM), for inactives: at the top dose activity change, negative = inhibition, most hits filed as inhibitors; 6.9% of 360,000 active; Luciferin 4-monooxygenase (Photinus pyralis), P08659; purified FLuc, Km substrates, luminescence inhibition;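 also: potency is read from the fitted curve at half-maximal effect; plate controls were vehicle for no effect and reference inhibitor for full effect; nearly all actives have a fitted effect of over 55% in size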
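Biochemical qHTS of compounds, final roughly 60 µM downward over six points, against 10 nM purified firefly luciferase using Km concentrations of substrates (10 uM D-luciferin, 10 uM ATP) in Tris acetate pH 7.5 buffer; luminescence output.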
MBNL1 CUG block – qHTS Assay for Inhibitors of MBNL1-poly(CUG) RNA binding. Muscleblind-like protein 1 (Homo sapiens), Q9NR56. TR-FRET MBNL1-His/biotin-(CUG)12 binding, 665/545 ratio. AID 2675, 2010. 0.036% of 280,000 active. Potency, µM (titrated, usually from 57.5 µM), for the others: at the top dose activity change, negative = inhibition, hits mostly inhibitors; active = well fitted inhibition curve with a large enough effect in the signal ratio, with a control signal flat, not every such curve was filed as active; inconclusive = small, poorly fitted or top-dose-only effect, or effect the other way, or a change in a side signal; inactive = no such curve, though single readings can be large or run the other way; the % refers to the signal ratio; also: potency is read from the fitted curve at half-maximal effect; % is scaled to controls: 0 for no effect and ±100 for the full control effect
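TR-FRET between His-tagged MBNL1 and biotin-(CUG)12 RNA, detected with Tb anti-His antibody (0.055 ng/ul) and streptavidin-XL665 (5 nM), 60 min at room temperature. Compounds titrated 92 nM to 58 uM; 665/545 nm ratio normalized to buffer and complex controls.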
ELG1 repair inh – qHTS screen for small molecules that inhibit ELG1-dependent DNA repair in human embryonic kidney (HEK293T) cells expressing luciferase-tagged ELG1 | AID 504467, 2011 | 2.3% of 330,000 active | HEK293T ELG1-luciferase reporter, luminescence, 16 h; DNA damage induced by 5-fluorouridine | Potency, µM (top dose mostly 46.1 µM), for the others: at the top dose activity change, negative = inhibition, actives largely listed as inhibitors; also: potency is read from the fitted curve at half-maximal effect; % is scaled to controls: 0 for no effect and ±100 for the full control effect; nearly all actives have a fitted effect of over 55% in size
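DMSO vehicle served as the neutral condition. Each well held 2,000 cells given 5-fluorouridine plus compound; after 16 hr at 37 °C/5% CO2, ONE-Glo was added and luciferase measured 30 min later.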
PKM2 act – qHTS Assay for Activators of Human Muscle isoform 2 Pyruvate Kinase; Pyruvate kinase PKM (Homo sapiens), P14618; AID 1631, 2009; purified PKM2, Kinase-Glo ATP luminescence, activation; response scale: 0% is enzyme alone, no compound; Potency, µM (top dose mostly 57.5 µM), for inactives: top-dose activation, actives largely listed as activators; 0.34% of 260,000 active; also: potency is read from the fitted curve at half-maximal effect; % is scaled to controls: 0 for no effect and ±100 for the full control effect; nearly all actives have a fitted effect of over 55% in size
Target sequence (P14618 whole entry, looked up, canonical isoform): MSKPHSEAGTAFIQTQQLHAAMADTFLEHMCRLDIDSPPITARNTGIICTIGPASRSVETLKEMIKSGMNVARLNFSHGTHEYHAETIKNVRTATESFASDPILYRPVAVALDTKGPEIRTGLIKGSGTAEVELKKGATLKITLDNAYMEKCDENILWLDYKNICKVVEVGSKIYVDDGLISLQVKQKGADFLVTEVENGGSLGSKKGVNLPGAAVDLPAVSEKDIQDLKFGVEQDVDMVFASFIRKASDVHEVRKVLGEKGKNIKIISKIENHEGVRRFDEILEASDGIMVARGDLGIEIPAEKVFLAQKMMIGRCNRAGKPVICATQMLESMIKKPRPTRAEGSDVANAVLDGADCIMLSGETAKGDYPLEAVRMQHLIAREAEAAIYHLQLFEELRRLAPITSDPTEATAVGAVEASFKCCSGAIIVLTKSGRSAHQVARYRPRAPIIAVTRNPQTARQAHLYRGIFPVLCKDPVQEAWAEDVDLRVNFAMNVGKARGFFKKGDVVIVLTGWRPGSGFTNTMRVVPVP
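Purified hPK-M2 (>95%) run at intermediate activity with 0.1 mM ADP and 0.5 mM PEP in 50 mM imidazole pH 7.2, KCl, MgCl2; 1 h room temperature. ATP formed read by Kinase-Glo luminescence; normalized to uninhibited and no-enzyme controls.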
RORg inh – qHTS for inhibitors of ROR gamma transcriptional activity | Nuclear receptor ROR-gamma (Mus musculus), P51450 | Drosophila S2 Gal4-RORgamma UAS-luciferase reporter, 20 h | Potency, µM (highest dose often 53.6 µM), for the others: at the top dose activity change, negative = inhibition, actives largely listed as inhibitors | 5.4% of 310,000 active; also: potency is read from the fitted curve at half-maximal effect; % is scaled to controls: 0 for no effect and ±100 for the full control effect; nearly all actives have a fitted effect of over 60% in size
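Schneider cells (Drosophila), stable Gal4 DBD–ROR gamma + UAS-luc; 1 hr cmpd preincubation; Cu2+ induction 700 uM final; 20 hr ambient; luminescence.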
KCNH2 3.1 block – qHTS for Inhibitors of KCHN2 3.1: Mutant qHTS | 0.95% of 340,000 active | U2OS KCNH2 3.1, thallium flux FluxOr; hits give low values | Potassium voltage-gated channel subfamily H member 2, brain isoform KCNH2 3.1 (human) | activity change, % (tested at about 1.8 µM);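 active = maximum activity change below -70%; inconclusive = maximum activity change from -70% to -50%; inactive = maximum activity change above -50%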;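 also: thallium influx rate constant from kinetic fluorescence after stimulation buffer; % is scaled to controls: 0 for no effect and ±100 for the full control effect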
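Measured as rate of thallium-driven FluxOr signal in transduced U2OS cells carrying the 3.1 channel, read kinetically for 2 min upon stimulation; values are rate constants scaled to DMSO control wells.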
Mito fusion yeast – qHTS Assay for Small Molecule Inhibitors of Mitochondrial Division or Activators of Mitochondrial Fusion. S. cerevisiae fusion-defective mutant growth rescue, CellTiterGlo 48 h. 0.23% of 320,000 active. Potency, µM (doses to about 46.1 µM), for the others: at the highest dose growth rescue (activation), hits mostly activators;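 also: potency is read from the fitted curve at half-maximal effect; % of control where 0% means no effect; nearly all actives have a fitted effect of over 45% in size; temperature-sensitive fusion mutants such as fzo1-1 at 37 °C on non-fermentable ethanol glycerol medium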
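Temperature-sensitive fusion-defective S. cerevisiae (e.g. fzo1-1, mgm1-5) were grown with compound in YPEG medium (3% ethanol, 3% glycerol) for 48 hours at 37C. Growth rescue was measured as viability by CellTiterGlo luminescence after 10 minutes at ambient.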
Rab9 prom act – qHTS Assay for Rab9 Promoter Activators. Potency, µM (titrated, usually from 9.22 µM), inactives show top-dose activation, negative = inhibition, most hits filed as activators. Huh7 Rab9 promoter-luciferase reporter, luminescence, 24 h. AID 485297, 2010. 2.8% of 320,000 active; also: potency is read from the fitted curve at half-maximal effect; % of control where 0% means no effect; nearly all actives have a fitted effect of over 60% in size
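Rab9 promoter-driven luciferase in stably transfected Huh7 cells; 1500 cells/well rested 2 h, exposed to compound in DMSO for 24 h at 37 °C, 5% CO2. Luminescence read 10 min after adding luciferase reagent at ambient temperature.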
VP16 counter – VP16 counterscreen qHTS for inhibitors of ROR gamma transcriptional activity | Drosophila S2 Gal4-VP16 UAS-luciferase, luminescence, 20 h | Potency, µM (doses to about 53.6 µM), for the others: at the top dose activity, negative = inhibition, hits mostly inhibitors | 3.5% of 310,000 active;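 also: Gal4-VP16 expression switched on by copper sulfate through the metallothionein promoter; potency is read from the fitted curve at half-maximal effect; % is scaled to controls: 0 for no effect and ±100 for the full control effect; nearly all actives have a fitted effect of over 50% in size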
* hit, by the source's call; u = inconclusive; x = no result given; & = joins results of further samples; [ ] = another dose, or the depositor's remark. Unless noted, calls follow the shape of the dose curve; as a rule, active = well fitted curve in the direction sought with a large enough effect; inconclusive = small, poorly fitted or top-dose-only effect, or another doubt; inactive = no such curve, though single readings can be large; an effect the other way counts as inactive or inconclusive. Not all compounds are listed; the hit share may differ from the screen's.

SMILES	Menin MLL FP TR	NPC1 promoter act	FLuc modulator	MBNL1 CUG block	ELG1 repair inh	PKM2 act	RORg inh	KCNH2 3.1 block	Mito fusion yeast	Rab9 prom act	VP16 counter
COc1ccc(CN2CCN(C(=O)Cn3nc(C)n4cccc4c3=O)CC2)c(OC)c1OC	x	-2%	-1%	-1%	u	x	9%	-11	-1%	8%	4%
CCOc1ccccc1C(=O)N[C@H](C(=O)Nc1nc2c(s1)CCCC2)C(C)C	-3%	9%	u	3%	u	-3%	30%	x	u	14%	24%
COC(=O)c1c(NC(C)=O)csc1C	x	2%	0%	-19%	15%	0%	0%	2	-1%	-2%	-15%
CCOC(=O)C1=NN(c2cccc(C)c2)C2(S1)SC(C(C)=O)=C(C)N2c1ccccc1 (stereo unspecified)	0%	2%	0%	-12%	u	2%	4%	2	3%	20%	1%
CCOC(=O)c1oc2cccc(O)c2c1CN(Cc1ccccc1)C(C)=O	4%	-2%	3%	13%	u	-1%	u	-7	3%	-2%	-7%
Cc1oc(-c2ccc(Cl)cc2)nc1CS(=O)CC(=O)NCc1ccco1 (stereo unspecified)	0%	-2%	2%	-3%	-1%	-1%	10%	-2	0%	1%	3%
Cn1nc(C(=O)Nc2ccc(Cl)cc2)cc1C(=O)Nc1ccc(Cl)cc1	-15%	0%	1%	0%	-7%	x	-9%	-3	-4%	16%	-4%
c1ccc(Cn2nnc3c(N4CCOCC4)ncnc32)cc1	15%	-2%	1%	-7%	6%	-9%	17%	8	-6%	1%	0%
Cc1cc(C)nc(SCC(=O)O)n1	2%	-3%	-1%	-5%	-3%	-3%	-21%	11	2%	-2%	-8%
CCC(=O)Nc1cc(C(=O)OCc2ccc(C(=O)Oc3ccccc3)cc2)ccc1C	17%	28%	5%	0%	u	1%	-20%	7	-4%	27%	u
O=C1c2ccccc2C(=O)N1CC1c2ccccc2CCN1C(=O)CN1CCOCC1 (stereo unspecified)	-17%	1%	0%	u	-5%	0%	2%	-10	5%	0%	4%
Cc1ccccc1OCc1nnc(SCc2nc3ccccc3c(=O)[nH]2)n1C	-16%	-2%	-2%	x	6%	-3%	14%	7	5%	16%	-5%
O=C(COc1ccc(C(=O)c2ccccc2)cc1)Nc1cccnc1	2%	-22%	u	-5%	1µM*	10%	-19%	3	-4%	-31%[inhibitor]	u
CCCCc1ccc(NC(=S)N2CCN(C(=O)OCC)CC2)cc1	3%	1%	3%	1%	-7%	1%	1.3µM*	-9	-15%	3%	u
Cc1ccc(Cn2nnc3c(=O)[nH]c(C4CCN(S(=O)(=O)c5ccc(C)cc5)CC4)nc32)cc1	-1%	0%	6%	3%	-21%	6%	u	-10	4%	-8%	-9%
COc1ccc(NS(=O)(=O)c2ccc(C(=O)OC(C)C(=O)N3CCOCC3)cc2)cc1 (stereo unspecified)	x	-7%	2%	2%	-13%	-2%	11%	5	1%	-2%	12%
CCC(=O)c1cn(CC(=O)Nc2cccc(C)c2C)c2ccccc12	27%	-2%	0%	3%	-10%	-1%	-6%[1.91 µM]	5	0%	0%	16%
COc1cc2cc3c(N)c(C(=O)Nc4sc(C)c(C)c4C#N)sc3nc2cc1OC	u	-2%	-12%	u	-26%	29%	-2%	-1	0%	0%	-21%
CCC1Oc2ccccc2N(Cc2ccccc2C)C1=O (stereo unspecified)	-1%	2%	3%	-2%	9%	-1%	-30%	-18	7%	4%	3%
O=C(CN(C(=O)CSc1nc2ccccc2o1)c1cccc(F)c1)NC1CCCCC1	x	-3%	3%	16%	u	-4%	29%	-20	-1%	5%	-3%
CCOC(=O)C1CCCN(CCC(=O)Nc2cccc(F)c2)C1 (stereo unspecified)	-9%	-2%	1%	-8%	4%	2%	-20%	-9	-3%	0%	-8%
O=C(NCCOc1ccccc1)C1CCC(=O)N(Cc2ccc(Cl)cc2)C1 (stereo unspecified)	x	-2%	0%	0%	0%	-3%	3%	4	-1%	-4%	22%
O=C(NC(=S)Nc1ccccc1N1CCCC1)c1ccc(F)cc1	21%	9%	-13%	-11%	-10%	7%	1.6µM*	-28	3%	13%	-64%
OCCC1CN(CCCc2ccccc2)CCN1Cc1ccccc1 (stereo unspecified)	x	0%	0%	-5%	-15%	-2%	18%	9	0%	-1%	2%
O=C(c1ccc(Cl)nc1)N1CCN(S(=O)(=O)c2ccc3c(c2)OCCO3)CC1	x	-9%	-2%	x	-27%	x	x	2	-3%	1%	x
Cc1ccc(-c2nc3ccccc3[nH]2)s1	-28%	1.6µM*	3µM*	u	u	-27%	4%[0.365 µM]	18	-4%	0.63µM*	x
COc1ccc(NC(=S)Nc2cccc(C(F)(F)F)c2)c(C)c1	18%	2%	0%	-4%	3%	0%	10µM*	-14	-4%	1%	u
Cc1[nH]c(C)c(C(=O)O)c1CNC1CCCCC1C (stereo unspecified)	3%	0%	-1%	-1%	-1%	-1%	-7%	x	-4%	-11%	2%
COc1ccc(C(=O)Nc2ccccc2SCc2cc(=O)n3nc(C)sc3n2)cc1OC	-15%	0%	0%	-5%	13%	24%	1%	12	3%	-5%	-2%
O=C(NCc1ccc(C(F)(F)F)cc1)C12CN(Cc3ccccc3)CC1C(c1cccc([N+](=O)[O-])c1)=NO2 (stereo unspecified)	7%	-5%	-1%	16%	1%	-6%	26%	-27	-1%	-1%	1%
O=C(NNc1nc2ccc(Cl)cc2s1)c1cc(-c2cccs2)nc2ccccc12	u	0%	-4%	11%	u	-3%	1.1µM*	-24	-7%	2%	u
O=C(NC(=S)N1CCCc2ccccc21)c1ccc([N+](=O)[O-])cc1	x	-4%	-20%	u	43%	5%	u	10	-1%	-3%	6.3µM*
COc1ccc(S(=O)(=O)CCC(=O)N2CCN(c3ccc([N+](=O)[O-])cc3)CC2)cc1	-13%	-4%	-1%	u	6%	0%	u	u	-1%	-12%	u
Cc1cc(C)cc(COn2ccnc2)c1	-8%	x	4%	-11%	x	7%	u	11	-9%	x	17%
COC(=O)C1=C(N)OC2=C(C(=O)CC(C)(C)C2)C1c1cccs1 (stereo unspecified)	0%	-1%	-1%	13%	11%	12%	-3%	1	1%	3%	0%
O=C(NC(Cc1c[nH]c2ccccc12)c1nnc2n1CCCCC2)c1ccccc1 (stereo unspecified)	-24%	1%	-1%	-8%	0%	-2%	29%	3	-1%	3%	-3%
Cc1ccc(C)c(N2N=C(C(=O)Nc3cccc(S(=O)(=O)N4CCCCC4)c3)CCC2=O)c1	x	-2%	x	x	-19%	x	x	-4	-2%	-1%	x
C/C(=C\COc1cc(=O)[nH]c2ccccc12)CCC(O)C(C)(C)O (stereo unspecified)	u	0%	-10%	u	-2%	3%	11%&17%&-7%	4	0%	-3%	-13%&17%&-9%
COc1cc(CNc2nc3ccccc3n2C)cc(OC)c1OC	-1%	1%	-2%	-2%	-11%	6%	-25%	0	-1%	-2%	-2%
CCSc1nnc(SCC(=O)NNC(=O)c2ccccc2F)s1	x	-3%	-2%	-5%	1%	0%	-10%	15	0%	0%	6%
CC1(C)Cc2c(sc3c2c(=N)n(Cc2ccco2)c(=O)n3Cc2ccccc2)CO1	-22%	-3%	-2%	5%	12µM*	u	-39%	-26	11%	8%	u
Cc1cccc(NS(=O)(=O)c2ccc(Oc3ccccc3)cc2)n1	-25%	-1%	0%	1%	-7%	-1%	-15%	-1	-5%	-4%	2%
O=C(CSc1nc2ccccc2n1S(=O)(=O)c1ccccc1)N1CCCCC1	6%	u	u	-14%	u	-1%	11%	3	-2%	u	-9%

Screening results from PubChem BioAssay.
